# D3 ag = D3 dopamine receptor (human) agonism; P35462; D3R DiscoveRx beta-arrestin cells, luminescence, 90 min; max activation, %; hit rate 0.58% among 410,000; AID 652048; in the data active means max activation above about 30%; further: 0% is about no effect; mostly tested at two doses, the higher about 12 µM
# Target sequence (P35462 whole entry, looked up): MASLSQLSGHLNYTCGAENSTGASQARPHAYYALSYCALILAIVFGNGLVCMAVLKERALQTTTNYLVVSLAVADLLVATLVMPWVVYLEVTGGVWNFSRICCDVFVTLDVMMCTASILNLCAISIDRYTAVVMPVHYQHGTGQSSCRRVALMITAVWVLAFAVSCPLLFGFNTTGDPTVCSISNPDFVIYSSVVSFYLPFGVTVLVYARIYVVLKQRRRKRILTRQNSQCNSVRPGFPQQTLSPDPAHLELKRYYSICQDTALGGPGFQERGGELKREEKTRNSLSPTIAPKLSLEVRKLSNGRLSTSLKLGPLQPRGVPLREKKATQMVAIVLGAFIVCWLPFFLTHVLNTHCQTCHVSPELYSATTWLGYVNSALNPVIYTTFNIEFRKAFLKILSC
#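 Cells at 1500/well, incubated overnight, then treated with pinned compounds (dopamine as control) for 90 min at 37 degrees C. DiscoveRx reagent added for 30 - 60 minutes at room temperature; luminescence read.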
# PTHR1 agonist = PTHR1 (human) receptor agonism | hit rate 0.075% among 410,000 | Potency, µM (titrated, usually from 115 µM), without a hit: at the highest dose activation, actives largely listed as activators | Q03431 | AID 743266 | HEK293 GP2 PTHR1 cells, GloSensor cAMP luminescence, 1 h; active means well fitted activation curve with a large enough effect; inconclusive means small, poorly fitted or top-dose-only effect, or another doubt; inactive means no such curve, though single readings can be large or run the other way; further: potency means the concentration at half of the fitted maximal effect; nearly all actives have a fitted effect of over 55% in size; some results filed as inactive show a strong effect at the top dose; inactives centre near -15; many of its hits are not listed in these tables
# Target sequence (Q03431 whole entry, looked up): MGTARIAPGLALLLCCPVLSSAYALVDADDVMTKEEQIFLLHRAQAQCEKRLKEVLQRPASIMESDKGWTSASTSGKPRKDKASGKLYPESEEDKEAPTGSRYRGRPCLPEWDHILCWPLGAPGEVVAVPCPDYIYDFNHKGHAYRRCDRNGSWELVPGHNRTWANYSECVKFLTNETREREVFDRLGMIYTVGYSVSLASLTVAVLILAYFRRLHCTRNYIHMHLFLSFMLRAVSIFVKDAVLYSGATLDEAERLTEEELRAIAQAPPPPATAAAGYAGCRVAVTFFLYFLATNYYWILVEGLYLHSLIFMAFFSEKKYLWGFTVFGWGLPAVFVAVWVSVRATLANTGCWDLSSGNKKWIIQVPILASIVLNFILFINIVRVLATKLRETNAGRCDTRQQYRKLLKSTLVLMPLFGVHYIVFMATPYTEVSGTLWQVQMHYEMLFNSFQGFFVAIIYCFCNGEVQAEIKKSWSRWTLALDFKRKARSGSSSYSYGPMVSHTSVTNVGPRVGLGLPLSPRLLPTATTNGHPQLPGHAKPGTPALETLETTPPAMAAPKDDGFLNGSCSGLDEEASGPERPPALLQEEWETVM
#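 HEK-293-derived GP2 cells expressing PTHR1 and a GloSensor cAMP reporter, 3,000/well, plated overnight, given luciferin plus IBMX (each 0.5 mM as added) for 1 h at 37 °C, then compound for 1 h at 37 °C. Luminescence was read after 15 min at room temperature.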
# * marks the source's active call; other numbers are inactive results; i = inactive; ? = inconclusive; [ ] = another dose, or the depositor's remark.
SMILES,D3 ag,PTHR1 agonist
CCOC(=O)C1CCCN(C(=O)c2ccc3c(c2)N(Cc2ccccc2F)C(=O)c2ccccc2S3=O)C1 (stereo unspecified),9,i
CCn1c2ccccc2c2nnc(SCC(=O)Nc3ccccc3OC)nc21,-4,9%
Cc1cccc(NC(=O)c2sc3nc(-c4ccccc4)cn3c2C)c1C,-10,i
Cc1coc2c(C)c3oc(=O)c(CCC(=O)NCCc4ccc(Cl)cc4)c(C)c3cc12,-6,i
CC(NC(=O)c1ccc2c(c1)N(Cc1ccc(Cl)cc1)C(=O)c1ccccc1S2(=O)=O)c1ccccc1 (stereo unspecified),-4,0%
Cn1c(=O)[nH]c2cc(-c3noc(-c4ccc(C#N)cc4)n3)ccc21,3,i
Cc1cccc(N2CCN(C(=O)c3oc(=O)c4ccccc4c3-c3ccccc3)CC2)c1C,6,i
Cc1ccc(CNc2nc3ccc(Cl)cc3n3cnnc23)cc1,7,-16%
O=C(COc1ccc(Cl)cc1)Nc1ccc(O)c(-c2nc3ccccc3s2)c1,3,i
CC[C@H](C)NC(=O)CCCc1nnc2n(CCC(C)C)c(=O)c3sccc3n12,-15,-19%
COc1ccc(CCNC(=O)CCn2c(=O)c3ccccc3n(Cc3c(C)cc(C)cc3C)c2=O)cc1OC,4,-93%[inhibitor]
O=C(NCc1ccccc1Cl)c1ccc2c(c1)N(Cc1ccccc1)C(=O)c1ccccc1S2,-22,22%
COc1ccccc1N1CCN(C(=O)CCc2c(C)nn(-c3ccc(N4CCCC4)nn3)c2C)CC1,1,-3%
Cc1cccc(N(CC(=O)NCCc2ccccc2)S(=O)(=O)c2ccccc2)c1C,-18,-10%
CC(=O)c1cccc(NS(=O)(=O)c2cc(-c3onc(C)c3C)ccc2C)c1,5,-40%[inhibitor]
Cc1ccc(OCCSc2nnc(-c3cccs3)o2)cc1,-9,i
CCOC(=O)CCc1c(C)c2cc3c(c(C)c2oc1=O)OCN(CCc1ccccc1OC)C3,-34,i
Cc1cc(C)c(NC(=O)CSc2nc3nc(C)cc(C)n3n2)c(C)c1,7,-18%
COc1cccc(CSc2nc3cc(C(=O)NC4CCCC4)ccc3c(=O)n2Cc2ccccc2)c1,-11,i
COc1ccc(CNC(=O)C2CCN(c3nnc(-n4cccc4CNc4ccc(C)cc4)s3)CC2)c(OC)c1,13,-2%
CCc1ccc(-c2nc3cc(NC(=O)c4ccc(F)cc4)ccc3o2)cc1,-8,i
O=C(Nc1nnc2n1CCS2)c1ccccc1,-16,-7%
Cc1ccc2c(c1)cc(C(=O)NCc1ccc(F)cc1)n2C,11,-1%
CCCOc1ccc(CN(C(=O)c2nc(SC(C)C)ncc2Cl)C2CCS(=O)(=O)C2)cc1 (stereo unspecified),-4,i
COC(=O)C1CCN(C(c2ccccc2Cl)c2sc3nc(-c4ccco4)nn3c2O)CC1 (stereo unspecified),-19,i

# Entries listed so far containing four or more nitrogen atoms:
SMILES,D3 ag,PTHR1 agonist
CCn1c2ccccc2c2nnc(SCC(=O)Nc3ccccc3OC)nc21,-4,9%
Cn1c(=O)[nH]c2cc(-c3noc(-c4ccc(C#N)cc4)n3)ccc21,3,i
Cc1ccc(CNc2nc3ccc(Cl)cc3n3cnnc23)cc1,7,-16%
CC[C@H](C)NC(=O)CCCc1nnc2n(CCC(C)C)c(=O)c3sccc3n12,-15,-19%
COc1ccccc1N1CCN(C(=O)CCc2c(C)nn(-c3ccc(N4CCCC4)nn3)c2C)CC1,1,-3%
Cc1cc(C)c(NC(=O)CSc2nc3nc(C)cc(C)n3n2)c(C)c1,7,-18%
COc1ccc(CNC(=O)C2CCN(c3nnc(-n4cccc4CNc4ccc(C)cc4)s3)CC2)c(OC)c1,13,-2%
O=C(Nc1nnc2n1CCS2)c1ccccc1,-16,-7%
COC(=O)C1CCN(C(c2ccccc2Cl)c2sc3nc(-c4ccco4)nn3c2O)CC1 (stereo unspecified),-19,i

# (cont.)
SMILES,D3 ag,PTHR1 agonist
COc1cc(OC)c(NC(=O)N2CC3CCCN3c3ccccc32)cc1Cl (stereo unspecified),-12,i
Cc1c(C)c2cc3c(c(C)c2oc1=O)OCN(CCc1ccccc1)C3,-30,i
Cc1cc(C)cc(NC(=O)CCc2c(C)nn(-c3ccc(N4CCCC4)nn3)c2C)c1,1,i
Cc1ccc(-n2ncc3c(N4CCN(Cc5ccccc5)CC4)ncnc32)cc1C,33*,-33%[inhibitor]
CC1CN(C(=O)N2CCC(C(=O)NCCC3=CCCCC3)CC2)c2cc(Cl)ccc2O1 (stereo unspecified),4,-2%
CC(C)c1ccc2oc(-c3ccc(NC(=O)c4cccc(Br)c4)cc3)nc2c1,2,-11%
CCOc1ccc(C2CC(=O)N(c3cccc(F)c3)C3=C2C(=O)OC3)cc1 (stereo unspecified),6,i
Cc1nn(C)c(C)c1S(=O)(=O)N(CC(=O)NCCc1ccccc1)c1ccc(C(C)C)cc1,-6,-1%
CCS(=O)(=O)c1ncc(Cl)c(C(=O)N2CCN(c3cccc(Cl)c3)CC2)n1,-25,-41%
Cc1ccc(-c2nc3ccc(Cl)cn3c2Nc2ccc3c(c2)OCCO3)s1,0,-20%
COc1cccc(CNC(=O)C2CCCCN2S(=O)(=O)c2ccc(F)cc2)c1 (stereo unspecified),-12,-13%
COc1cccc(CNC(=O)Cn2c(=O)oc3cc(S(=O)(=O)N4CCC(C)CC4)ccc32)c1,-11,i
COc1ccc(S(=O)(=O)c2cn(Cc3ccccc3)c3cc(F)c(F)cc3c2=O)cc1,7,i
COc1ccc(C2c3c(n(C)c4ccccc34)C(=O)N2CC(=O)Nc2ccc(F)cc2)cc1 (stereo unspecified),-23,-22%
COC(=O)c1cc2occc2n1Cc1nc(-c2ccccc2)oc1C,5,0%
COCCn1c(C)cc(O)c(C(c2ccccc2)N2CCN(c3ccccc3F)CC2)c1=O (stereo unspecified),-21,16%
CCCCN(CC)CCCNC(=O)C1CCN(c2nc3ccc(CC)cc3s2)CC1,-10,-3%
CCc1cccc(NC(=O)Cn2c(=O)n(-c3cccc(Cl)c3)c(=O)c3c2c2cc(C)ccc2n3C)c1,0,-4%
Cc1ccc(S(=O)(=O)NCCc2csc3nc(-c4ccccc4F)nn23)cc1C,-10,i
COc1ccc(-n2ncc3c2ncn2nc(COc4ccc(Cl)cc4)nc32)cc1,-3,11%
CCN(Cc1ccccc1)C(=O)CN1C(=O)COc2ccc(S(=O)(=O)N(CC)CC)cc21,-18,1%
COc1ccc(S(=O)(=O)N2CCN(CC(=O)Nc3ccc(Cl)c(C(F)(F)F)c3)CC2)cc1,-9,-19%
COc1ccccc1NC(=O)CN1C(=O)c2cccc3cccc1c23,-7,i
Cc1cc(C)cc(NCc2nnc3n2CCCCC3)c1,6,-24%
Cc1cccc(Cn2c(COc3ccc(Cl)cc3)nc3ccccc32)c1,-20,-22%
# Continuation.
SMILES,D3 ag,PTHR1 agonist
CCSC1=NC2(CCN(C(=O)NC3CCCCC3)CC2)N=C1c1ccc(C)cc1,2,i
COc1cccc(-c2cn3c(n2)sc2cc(C(=O)NCc4ccccc4F)ccc23)c1,4,i
Cc1cn2c(=O)cc(COc3cc(C)c(Cl)c(C)c3)nc2s1,-9,-31%[inhibitor]
CC1=C(C(=O)Nc2ccc(Cl)cc2)C(c2cccs2)n2nc(SCc3cccc(C)c3)nc2N1 (stereo unspecified),3,i
O=C(NCCc1ccccc1)c1cc2sccc2n1Cc1ccc(F)cc1,-17,-13%
Cc1ccc(NC(=O)C2CCCN(c3ncnc4c3nc3n4CCCCC3)C2)c(Br)c1 (stereo unspecified),-7,i
COc1ccc(C2NC(=O)N(C)C3=C2C(=O)N(c2ccc(C(=O)O)cc2)C3)cc1 (stereo unspecified),2,10%
Cc1cccc(-n2ncc3c(N4CCCC(C)C4)ncnc32)c1 (stereo unspecified),2,-46%
COc1ccc(-c2nc(C)c(CCNC(=O)c3ccco3)s2)cc1,3,i
CC(=O)c1c(C)n(S(=O)(=O)c2ccc(Cl)cc2)c2ccc(NS(=O)(=O)c3ccc(Cl)cc3)cc12,4,-26%
CC1=C(C(=O)Nc2cccnc2)C(c2ccc(C)cc2)n2nc(SCc3ccccc3F)nc2N1 (stereo unspecified),-8,-10%
Cc1cc2nn(-c3ccc(F)cc3)nc2cc1NC(=O)c1ccc(OC(C)C)cc1,3,i
CCC(C)NC(=O)CCSc1nc(-c2ccc(OC)cc2)cc(C(F)(F)F)n1 (stereo unspecified),2,-21%
COc1ccc(NC(=O)CSc2nc(-c3ccccc3)nc3c2Cc2c(CO)cnc(C)c2O3)cc1Cl,1,-21%
COc1ccc(-n2c(/C=C/c3cc(OC)c(OC)cc3OC)nc3cc4ccccc4cc3c2=O)cc1Cl,4,i
Fc1ccc(-c2noc3ncnc(NCc4ccc(Cl)cc4)c23)cc1,6,-19%
COc1ccccc1NC(=O)Cn1nc2c3cc(F)ccc3n(Cc3cccc(C)c3)cc-2c1=O,3,-12%
O=C(NCCc1ccccc1)c1cnc2sc(N3CCCC3)nn2c1=O,16,-33%[inhibitor]
COc1cccc(NC(=O)CSc2nc3c(oc4ccccc43)c(=O)n2Cc2ccco2)c1,-2,-5%
CCc1ccc(NC(=O)CC(NCc2cccnc2)C(=O)O)cc1 (stereo unspecified),-12,-10%
O=C(CSc1nccn1Cc1ccc(F)cc1)Nc1nc2ccccc2s1,0,-36%[inhibitor]
Cc1[nH]c2ccc(F)cc2c1CCNC(=O)c1cc2cc(Cl)ccc2oc1=O,-1,-60%[inhibitor]
CCOc1ccc(N2CC(C)Cn3c2nc2c3c(=O)n(CC(=O)O)c(=O)n2C)cc1 (stereo unspecified),-6,-9%
Cc1ccccc1NC(=O)C(=O)NCC(c1ccc2c(c1)OCO2)N1CCN(c2ccccc2)CC1 (stereo unspecified),3,i
Cc1nc2ccn(Cc3cccs3)c(=O)c2cc1C(=O)N1CCN(c2ccc(F)cc2)CC1,-11,i
# The results go on:
SMILES,D3 ag,PTHR1 agonist
Cn1c(SCC(=O)N2CCCc3ccccc32)ncc(C(=O)Nc2ccc(Cl)cc2)c1=O,6,i
COc1ccc(-c2ccc3c(N)c(C(=O)Nc4cc(F)ccc4C)sc3n2)cc1,-11,-94%[inhibitor]
CCC1CN(C(=O)Nc2cc(C)cc(C)c2)c2ccccc2O1 (stereo unspecified),12,-12%
Cc1c(C)n(Cc2ccccc2)c2ccc(C(=O)NCC(C)c3ccccc3)cc12 (stereo unspecified),-8,i
CCC(=O)N1CCc2cc(S(=O)(=O)NCCC(=O)Nc3ccc(CC)cc3)ccc21,3,-26%
CC(C)c1nc2ccc(C(=O)NCc3ccc(F)cc3)cc2o1,-20,i
CCOC(=O)c1[nH]c2c(c1Cc1ccccc1OC)C(=O)CC(c1ccc(OC)cc1)C2 (stereo unspecified),5,-4%
CCS(=O)(=O)c1cccc(C(=O)N2CCN(c3nc4c(C)ccc(Cl)c4s3)CC2)c1,9,-2%
CCOc1ccc(S(=O)(=O)NCc2cccn2Cc2cccc(C)c2)cc1,1,i
Cc1ccc(N2CC(NC(=O)C(=O)c3c[nH]c4ccccc34)CC2=O)cc1 (stereo unspecified),6,-18%
Cc1cccc(N2CCN(C(=O)CCc3c(C)nc4c(c3C)c(=O)n(C)c(=O)n4C)CC2)c1C,5,-1%
Cc1ccccc1NC(=O)C1CCN(C(=O)c2ccc(F)cc2)CC1,-2,i
CCOc1ccc(S(=O)(=O)Nc2ccc3c(c2)CCCN3C(=O)c2cccs2)cc1,1,i
CCOC(=O)C1CCN(c2nc3c(S(=O)(=O)c4ccc(C)c(C)c4)nnn3c3ccc(Cl)cc23)CC1,-1,-13%
CCc1cccc(NC(=O)CCNS(=O)(=O)c2ccc3c(c2)CCN3C(C)=O)c1,1,i
O=C(CSc1nnc2ccc3ccccc3n12)Nc1ccccc1Cl,-3,-25%
CC1=C(C(=O)N2CCCCC2)C(c2ccc(Cl)cc2)n2c(nc3ccccc32)N1 (stereo unspecified),-5,-7%
COc1ccc(S(=O)(=O)Nc2ccc(-c3cn4c(C)csc4n3)cc2)cc1,-1,-16%
CS(=O)(=O)NCCc1csc2nc(-c3ccccc3)nn12,6,i
COc1ccc(NC(=O)c2cc(-c3ccccc3F)no2)cc1,7,-8%
COCCn1c(SCC(=O)c2ccccc2)nc2cc(C(=O)NC3CCCC3)ccc2c1=O,7,-14%
CCc1ccc(-c2nn(CC(=O)NC3CCCC3)c3c2cnc2ccc(C)cc23)cc1,1,i
Cc1ccc(CSc2nc(-c3ccccc3C)nc3c2Cc2c(CO)cnc(C)c2O3)cc1,0,i
COc1nc(-c2ccc(C)cc2)ccc1-c1noc(-c2ccccc2Br)n1,-1,?
CCN(CC)CCNC(=O)c1cc2c(=O)n(C)c3cc(Cl)ccc3c2s1,-13,-17%

# Quoted at random: three compounds from above
SMILES,D3 ag,PTHR1 agonist
Cc1cc(C)cc(NC(=O)CCc2c(C)nn(-c3ccc(N4CCCC4)nn3)c2C)c1,1,i
Cc1cc(C)cc(NCc2nnc3n2CCCCC3)c1,6,-24%
Cc1ccccc1NC(=O)C(=O)NCC(c1ccc2c(c1)OCO2)N1CCN(c2ccccc2)CC1 (stereo unspecified),3,i

# An excerpt of these results, field by field.
structure: Cc1cc(C)cc(NC(=O)CCc2c(C)nn(-c3ccc(N4CCCC4)nn3)c2C)c1
  D3 ag: 1; PTHR1 agonist: i

structure: Cc1cccc(Cn2c(COc3ccc(Cl)cc3)nc3ccccc32)c1
  D3 ag: -20; PTHR1 agonist: -22%

# Assay outcomes from PubChem BioAssay.

# A portion of the library (hit frequency here may not be typical).
